Pf Dd2 growth = qHTS Primary assay for Inhibitors of Plasmodium falciparum Dd2 growth in vitro; P. falciparum Dd2 growth, SYBR Green, 72 h; Potency, µM (top dose mostly 28.9 µM), for inactives: at the highest dose activity, negative = inhibition, actives largely listed as inhibitors; hit rate 4.3% among 120,000; active = well fitted inhibition curve with a large enough effect; inconclusive = small, poorly fitted or top-dose-only effect; inactive = no such curve, though single readings can be large or run the other way;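 note: plate controls were DMSO vehicle for no effect and reference drug for full effect; nearly all actives have a fitted effect of over 65% in size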
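Readout: SYBR Green fluorescence, 485 nm excitation, 535 nm emission, after ~16 h lysis at 37C. Before that, Dd2-infected red cells (2.5% hematocrit) grew 72 h with compound, 29 uM top final concentration.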
* hit, by the source's call; i = inactive; ? = inconclusive; [ ] = another dose, or the depositor's remark. Potency is the fitted concentration of half-maximal effect. These rows are one share of the data, so the mix of outcomes need not match the whole.

SMILES	Pf Dd2 growth
CCN(CC)c1ccc(C(=O)NCc2nnc3cc(-c4nc(C(C)C)no4)ccn23)cc1	i
COc1cccc(CNC(=O)C(C)(C)C2CCOCC2)c1OC	6%
O=C(NC1CCCCC1)N1C[C@@H]2C[C@H](C1)c1c(NS(=O)(=O)c3ccccc3)ccc(=O)n1C2	21%
O=C(O)C1(Oc2ccccc2)CCN(c2cc(NCCO)ncn2)CC1	-18%
Cc1ccc(C(=O)N2C[C@@H](CO)[C@H](c3ccccn3)C2)cc1F	?
COC(=O)C1=CN(CC(=O)Nc2ccc(F)cc2F)S(=O)(=O)N=C1C	38%
CC(C)Oc1ccc(CNC(=O)CCC2CCN(C(=O)c3ccccc3)CC2)cc1	i
O=C(CC1COCCN1)N(Cc1cccnc1)Cc1cccnc1 (stereo not given)	4%
Cc1ccc(S(=O)(=O)N2CCC(Oc3ncccc3C(=O)N(C)C)C2)cc1Cl (stereo not given)	?
COc1cccc(CN2Cc3cc(NC(=O)c4ccc(F)cc4F)ccc3OC(C)C2=O)c1 (stereo not given)	?
COc1cccc(CN2CCCC3(CCN(C(=O)c4cnc(C)cn4)C3)C2)c1 (stereo not given)	-17%
O=C(c1cnccn1)N1CCC(Nc2cccnc2)C1 (stereo not given)	63%[activator][5.79 µM]
CN(C)C[C@@H]1CN(S(C)(=O)=O)C[C@H]1NC(=O)CN1CCOCC1	56%[activator]
COc1ccc(Nc2ncc(C(=O)Nc3cccc(Cl)c3)c3ccccc23)cc1	i
Cc1ccc(CNC(=O)CCC2CCN(S(=O)(=O)c3ccccc3)CC2)cc1	1%
Cc1ccc(NC(=O)c2oc3ccc(S(=O)(=O)N4CCCCC4)cc3c2C)cc1C	?
CCCS(=O)(=O)N1CC(N(Cc2cccnc2)CC(C)C)C1	-25%
O=C([C@H]1CN2CC[C@H]1C[C@@H]2Cn1cc(CO)nn1)N1CCCC1	47%[activator][44.1 µM]
Cc1cccc(CSc2nc3ccncc3n2Cc2ccc(C(=O)O)cc2)c1	-11%
Cc1ccccc1-c1ncnn1-c1sc2c(c1C#N)CCCCC2	77%[activator]
CCOc1ccc(OCC)c(NC(=O)c2cnc(SC)nc2-c2ccccc2)c1	-14%
COc1ccccc1C(=O)N1CCC2(CC(C)=NO2)C1 (stereo not given)	-13%[44.1 µM]
CCN1C(=O)CCN(C(=O)NC)CC12CCOCC2	17%
CC(C)OCCCNC(=O)c1ccc(CSc2nc3cccnc3n2Cc2ccccc2)cc1	i
O=C(NC1CC(c2nnc(CO)n2C2CC2)C1)c1ccc(F)cc1Cl (stereo not given)	-6%
Cc1cc(C)n(CC(=O)N2CCC(c3nc(CCOCC4CCCC4)no3)C2)n1 (stereo not given)	2%
COCCOC1CCN(S(=O)(=O)c2ccc(OC)cc2)CC1	21%
O=C(c1ccccc1Cl)N1CCCC(c2nn(-c3cccc(Cl)c3)c(=O)[nH]2)C1 (stereo not given)	i
CNC(=O)c1cnn2c1CN(C(=O)c1cccnc1)CC2	17%[44.1 µM]
COc1ccccc1N1CCN(CCCNC(=O)c2nnc(Cc3ccc(F)cc3Cl)o2)CC1	?
O=C(c1ccc(F)cc1)N1CCC(c2n[nH]c(=O)n2-c2ccccc2)CC1	19%
COc1nc2nc(CC3CC3)n(C)c2cc1-c1cccc(NC(C)=O)c1	?
CCC(=O)N1CCCN(Cc2ccc3c(c2)OCO3)c2ccccc21	?
COC(=O)C1CCN(C(=O)CC[C@H]2CNC(=O)[C@@H]3[C@@H](CCN3Cc3cccc(Cl)c3)N2C)CC1	i
Cc1ccc2c(c1)c1c(c(=O)n(Cc3ccccc3)c(=O)n1Cc1ccccc1F)n2C	13%
CCCN(CC1CCOC1)S(=O)(=O)c1cc(F)ccc1F (stereo not given)	-24%
Cn1cc(C(=O)N2C[C@@H](C(=O)O)[C@H](c3cccc(F)c3)C2)c(=O)[nH]c1=O	-11%
Cn1cccc1CN1CCC2(C1)NC(=O)c1ccccc1CO2 (stereo not given)	-12%[44.1 µM]
CCc1cccc(NC(=O)c2ccc(Cn3ccn4nc5c(c4c3=O)CCCC5)cc2)c1	?
COc1ccc(-c2cc(C(F)(F)F)nc(SCC(=O)N3CCCCC3)n2)cc1OC	-26%
C[C@H](O)c1onc(-c2ccccc2)c1C(=O)NC1CCCCC1	-12%[44.1 µM]
CN(C)C(=O)c1cccc(-c2cc(F)c3nc(N)sc3c2)c1	?
O=C(NCC1CCCCC1)C1CCN(C(=O)c2ncn3c2COC(c2ccc(Cl)cc2)C3)CC1 (stereo not given)	i
COc1ccc(CN2C[C@H]3CN(Cc4ccc(C)cc4)CCN3C2=O)cc1	i
CCCC1(CO)CCCN(Cc2nc(C)no2)C1 (stereo not given)	-10%
COc1ccc(CCNC(=O)CSc2cn(CCNC(=O)c3c(F)cccc3F)c3ccccc23)cc1OC	?
CC(C)NC(=O)C[C@@H]1O[C@H](CNC(=O)NC(C)C)[C@@H](O)[C@H]1O	24%[44.1 µM]
CCc1ccccc1Nc1nn2c(=O)c3ccc(C(=O)NCCC4=CCCCC4)cc3nc2s1	i
COCc1noc([C@@H]2CN(Cc3cccc(Cl)c3F)C[C@H]2C(N)=O)n1	23%
O=C(Nc1ccccc1F)c1ccc2c(c1)n(Cc1ccccc1)c(=O)c1ccnn12	?
CCN(c1ccccc1)S(=O)(=O)c1ccc(NC(=O)c2cc(=O)c3ccc(C)c(C)c3o2)cc1	17%
Cc1ccc(NC(=O)c2cc3nc(-c4ccc5c(c4)OCO5)cc(C(F)(F)F)n3n2)cc1Cl	92%[activator]
CC(C)CCN1CCCCC12Cc1ccccc1CNC2=O (stereo not given)	?
CN1CC(=O)N(C2CCCNCC2)Cc2c(NCCCO)ncnc21 (stereo not given)	?
O=C(c1ccccc1)N1CCC2(CC1)CCN(CCc1ccccc1)c1ccccc1O2	-24%
COC(=O)C(C)Sc1nc2c(cnn2-c2ccc(F)cc2)c(=O)[nH]1 (stereo not given)	i
COc1ccc(Cn2c(=O)n(Cc3ccco3)c(=O)c3oc4ccccc4c32)cc1	15%
COCCNc1c(-c2noc(C)c2C(=O)Nc2ccc(OC)nc2)cnn1C	2%[44.1 µM]
COCC1CN(C)CC12CCN(S(=O)(=O)c1ccc(F)c(Cl)c1)CC2 (stereo not given)	?
Cc1cc(NC(=O)c2cccs2)cc(-c2nc3cc(Cl)ccc3o2)c1O	35%[activator]

Next section (two carried over from the part before).
SMILES	Pf Dd2 growth
COCC1CN(C)CC12CCN(S(=O)(=O)c1ccc(F)c(Cl)c1)CC2 (stereo not given)	?
Cc1cc(NC(=O)c2cccs2)cc(-c2nc3cc(Cl)ccc3o2)c1O	35%[activator]
Cc1ccc(-c2ccc3nnc(CNC(=O)COc4ccc(F)cc4)n3n2)cc1C	?
Fc1ccc(CC2CCOC3(CCNCC3)C2)cc1 (stereo not given)	?
Cc1nc(-c2ccc(OC3CCN(C(=O)Nc4ccccc4)C3)cc2)no1 (stereo not given)	66%[activator][5.79 µM]
Cc1cc(C)c2c(=O)cc(C(=O)Nc3ccccc3C(F)(F)F)oc2c1	53%[activator]
Cc1noc(-c2ccc(OC(F)(F)F)cc2)c1C(=O)NCc1ccc2c(c1)OCO2	i
COc1ccc(OC)c(NC(=O)Cn2ccc3ccccc3c2=O)c1	16%
Cc1ccc(C(=O)N2CCC3(CC2)NC(=O)N(c2ccc(F)cc2)N3)c(C)c1	?
Cn1cc(-c2cc3n(n2)CCC(=O)N3CCCC(=O)Nc2ccccc2Cl)c2ccccc21	25%
O=C(CC[C@H]1NC(=O)c2ccccc2NC1=O)NCCn1c(=O)c(=O)[nH]c2ccccc21	-12%
COc1ccc(N2CCN(C(CNS(=O)(=O)c3c(C)cc(C)cc3C)c3ccco3)CC2)cc1 (stereo not given)	?
COCCn1c(C)cnc1CC1CCCN(S(=O)(=O)c2cccc(F)c2)C1 (stereo not given)	8.9µM*
Cc1ccc(CSC2=Nc3ccccc3C3=NC(CCC(=O)NCc4cccs4)C(=O)N23)cc1 (stereo not given)	44%[activator]

An excerpt from above in order of SMILES length, lowest first:
SMILES	Pf Dd2 growth
Cc1nc(-c2ccc(OC3CCN(C(=O)Nc4ccccc4)C3)cc2)no1 (stereo not given)	66%[activator][5.79 µM]
Cc1cc(C)c2c(=O)cc(C(=O)Nc3ccccc3C(F)(F)F)oc2c1	53%[activator]
Cc1ccc(-c2ccc3nnc(CNC(=O)COc4ccc(F)cc4)n3n2)cc1C	?
Cc1ccc(C(=O)N2CCC3(CC2)NC(=O)N(c2ccc(F)cc2)N3)c(C)c1	?
Cn1cc(-c2cc3n(n2)CCC(=O)N3CCCC(=O)Nc2ccccc2Cl)c2ccccc21	25%
Cc1ccc(CSC2=Nc3ccccc3C3=NC(CCC(=O)NCc4cccs4)C(=O)N23)cc1 (stereo not given)	44%[activator]
COc1ccc(N2CCN(C(CNS(=O)(=O)c3c(C)cc(C)cc3C)c3ccco3)CC2)cc1 (stereo not given)	?

(more compounds)
SMILES	Pf Dd2 growth
O=C(N[C@H]1CCN2C(=O)c3cc(-c4ccc(F)cc4F)ccc3NC(=O)[C@H]12)c1cccs1	-19%
COc1cccc(CCc2nc(-c3nnn4c3COC(c3ccc(C)cc3)C4)no2)c1 (stereo not given)	?
Cc1ccc(CN2C(=O)[C@@H]3C[C@@H](O)CN3C3(CN(Cc4cccs4)C3)C2=O)o1	?
Cc1ccccc1CNC(=O)C1CCCN(Cc2ccncc2)CCC(=O)NCC1 (stereo not given)	-16%
Cc1cc(C)cc(NC(=O)CSc2nccn2-c2ccccc2)c1	-11%
O=C(O)CSc1c2c(nc3cc(C(=O)Nc4ccc(F)c(Cl)c4)ccc13)CCC2	-27%
COCCN1CCOC[C@H]2CCNC[C@H]21	-1%
O=C(CC1C(=O)N(c2ccccc2)C(=O)N1CCC1=CCCCC1)Nc1ccc(F)cc1 (stereo not given)	i
O=C(C1CCC1)N1CCC(N2CC3CC(C2)[C@H]2CCCC(=O)N2C3)CC1 (stereo not given in full)	-3%
Cc1ccc(-c2cc3c(=O)n(CCNC(=O)c4cccnc4)ccn3n2)c(C)c1	?
COCCO[C@H]1C(=O)N(C2CCN(C(=O)COc3ccccc3)CC2)[C@H]1c1ccncc1	?
O=C(CN1CC2CC(C1)[C@H]1CCCC(=O)N1C2)NCc1ccco1 (stereo not given in full)	2%
CCOc1ccccc1CN1CCOCCNC(=O)[C@H]2CCCC[C@H]21	?
CCOc1ccc(NC(=O)CN2C(=O)COc3ccc(S(=O)(=O)Nc4ccccc4)cc32)cc1	12%
CCOc1cc(C2C(C(=O)OC)=C(C)NC3=C2C(=O)c2ccccc23)ccc1OC (stereo not given)	10µM*
COc1ccc(CNC(=O)CCS(=O)(=O)c2cc(Br)cc3c2N(C(C)=O)C(C)C3)cc1 (stereo not given)	4%
C=CCC(=O)N1CCCC1C(=O)Nc1ccc(-c2cccc(OC)c2)cc1 (stereo not given)	-14%
O=C(Nc1ccc(OCc2cc(=O)n3c4c(sc3n2)CCCC4)cc1)c1ccccc1	-5%
COc1ccc(-c2noc(-c3ccc(NCC4CCCO4)c([N+](=O)[O-])c3)n2)cc1OC (stereo not given)	32%[activator]
CCOc1ccc2c(n1)CCN(C(=O)c1cccc(C)c1)C2	-8%
Cc1cc(C(=O)N2CCC3(CC2)C(=O)N(C)c2ccccc23)nn1C	22%
COCCNC(=O)[C@H]1C[C@H](Oc2ccccc2)CN1S(=O)(=O)c1c(C)noc1C	-9%
CCCCN1CCN(C(=O)c2cc3cn(C4CC4)cc3s2)CC1	-12%
CN1[C@@H](CCC(=O)NCc2ccco2)CNC(=O)[C@@H]2[C@H]1CCN2Cc1cccs1	-3%[44.1 µM]
O=C1CC2(CCN(S(=O)(=O)c3ccccc3)CC2)Oc2ccccc21	i
O=C(OCc1ccccc1)N1CCC2(CC1)C(=O)NN=C2c1ccccn1	i
Cc1c(Cl)cccc1Nc1nc(N)nc(CSc2nc3ccccc3s2)n1	67%[activator]
O=C(O)CCC(=O)N1Cc2ccccc2CC2(CCCN2Cc2ccncc2)C1 (stereo not given)	4%
O=C1CC2CCN(Cc3coc(-c4ccccc4)n3)CC2CCN1 (stereo not given)	0%
CC(C)c1noc(-c2cn(C3CCN(C(=O)c4cccc(N(C)C)c4)CC3)nn2)n1	-4%
Cc1nc2c(s1)CCCC2NC(=O)c1ccc(CCC(C)(C)O)cc1 (stereo not given)	-11%
COc1ccc(C)c2sc(N3CCN(C(=O)c4cccc(F)c4)CC3)nc12	-18%
Cc1noc2c(NC3CCOCC3)cc(-c3cccc(C(F)(F)F)c3)nc12	i
O=C(CSc1nc2c([nH]c3ccccc32)c(=O)n1-c1ccccc1F)Nc1cccc(C(F)(F)F)c1	?
Cc1ccc(S(=O)(=O)N2CCCC(CCC(=O)N3CCc4ccccc4C3)C2)cc1 (stereo not given)	?
O=c1c(NCc2cccs2)nccn1-c1ccccc1	17%
Cn1cnnc1CC1CCN(S(=O)(=O)c2ccccc2)CC1	31%[activator]
CN(CCCN1c2ccccc2CCc2ccccc21)C(=O)C1CNCCO1 (stereo not given)	?
O=C(NCCCN1CCCc2ccccc21)C1Cn2cccc2C(=O)N1Cc1ccccc1 (stereo not given)	?
CCC(=O)N1CCc2cc(CNC(=O)Cc3ccc(OC)c(OC)c3)ccc21	23%
